# High-throughput results: PubChem, several laboratories
# MEKK2 WT-MEK5 = raises or lowers MEK5 binding to wildtype human MEKK2 PB1 domain; hit rate 1.1% among 290,000; AID 1531; binding response (% of control), % at 10 µM; Q9Y2U5; bead flow cytometry, Alexa488-MEK5 binding to MEKK2 WT; actives lie on both sides; in the data active = binding response below about 67% or above about 130%
# M18AAP inhibitor = blocks P. falciparum M18 aspartyl aminopeptidase | recombinant PfM18AAP, H-Glu-NHMec fluorogenic cleavage | inhibition, % at 7.35 µM | hit rate 1.2% among 290,000 | AID 1822;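 active = inhibition above the campaign mean inhibition over all tested compounds plus 3 SD, cut at about 28% in these data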;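 also: 0% = plate median of test compound wells and 100% = 2 mM ZnCl2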
# OXTR agonist = human OXTR agonism; P30559; CHO-OTR cells, Fluo-8 calcium fluorescence; normalized: DMSO 0%, oxytocin 100%; activation, % at 3 µM; hit rate 0.32% among 320,000; AID 2435;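 active = activation above the mean of all tested compounds plus 3 SD, cutoff set per screening run, cut at about 20% in these data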;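 also: peak over basal fluorescence ratio from a 100 s FLIPR kinetic read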
# Target sequence (P30559 whole entry, looked up): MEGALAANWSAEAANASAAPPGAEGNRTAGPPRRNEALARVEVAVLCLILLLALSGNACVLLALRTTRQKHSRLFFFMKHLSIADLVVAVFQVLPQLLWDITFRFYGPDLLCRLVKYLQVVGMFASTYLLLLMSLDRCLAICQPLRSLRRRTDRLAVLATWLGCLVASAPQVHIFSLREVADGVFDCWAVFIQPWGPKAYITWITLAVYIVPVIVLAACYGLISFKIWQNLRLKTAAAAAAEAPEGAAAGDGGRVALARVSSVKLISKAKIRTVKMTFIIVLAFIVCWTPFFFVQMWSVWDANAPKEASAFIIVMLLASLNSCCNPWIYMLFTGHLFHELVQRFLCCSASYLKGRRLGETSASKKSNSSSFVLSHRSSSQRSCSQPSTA
# MEKK3 PB1 HTS = raises or lowers MEK5 binding to the human MEKK3 PB1 domain; bead-based flow cytometry, Alexa488-MEK5 binding to MEKK3; actives lie on both sides; 0 = blocked by unlabeled MEK5, 100 = vehicle; binding response (% of control), % at 10 µM; Q99759; hit rate 1.4% among 290,000;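 active = binding response more than 3 SD above or below the average of its plate-row segment, actives on both sides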;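 also: Alexa488 bead fluorescence after subtracting the streptavidin-only scavenger bead signal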
# Target sequence (Q99759 whole entry, looked up, the tested form may be a part): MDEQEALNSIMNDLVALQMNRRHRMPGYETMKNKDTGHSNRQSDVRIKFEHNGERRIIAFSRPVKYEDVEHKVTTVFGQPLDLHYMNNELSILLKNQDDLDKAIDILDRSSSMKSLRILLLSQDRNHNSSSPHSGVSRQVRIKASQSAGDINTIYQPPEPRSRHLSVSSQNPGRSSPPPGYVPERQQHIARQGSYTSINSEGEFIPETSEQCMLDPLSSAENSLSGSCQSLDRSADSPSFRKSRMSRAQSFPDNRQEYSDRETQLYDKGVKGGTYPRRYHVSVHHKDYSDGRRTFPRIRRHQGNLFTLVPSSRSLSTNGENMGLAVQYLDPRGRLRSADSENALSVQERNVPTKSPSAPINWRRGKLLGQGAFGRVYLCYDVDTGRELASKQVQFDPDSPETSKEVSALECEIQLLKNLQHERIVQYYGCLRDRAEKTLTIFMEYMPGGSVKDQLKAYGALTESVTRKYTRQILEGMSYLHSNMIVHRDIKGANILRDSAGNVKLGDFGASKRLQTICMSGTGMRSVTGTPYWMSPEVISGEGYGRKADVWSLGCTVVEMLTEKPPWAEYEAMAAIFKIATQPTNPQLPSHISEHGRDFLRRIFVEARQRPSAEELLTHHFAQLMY
# NALP1 inh = NALP1 inhibition; AID 2071; S. cerevisiae NALP1/ASC/caspase-1 growth, X-gal OD620, 72 h; inhibition, % at 10 µM; hit rate 0.61% among 280,000; in the data active = inhibition mostly above about 24%, no sharp cut-off; inactive = mostly below about 32%; also: some compounds called inactive have numbers as strong as hits
# GPR7 antag = antagonists of human GPR7 (neuropeptides B/W receptor 1); AID 1861; hit rate 1.1% among 290,000; inhibition, % at 4.4 µM; GPR7-expressing cells, fluorescence antagonist assay; P48145; in the data active = inhibition above about 16%, passing the limit was not always enough;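 also: cells stimulated with the agonist NPW; 0% = agonist with vehicle and 100% = vehicle without agonist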
# DNA FID counter = displaces DNA intercalator in HCV helicase counter-screen | DNA fluorescent intercalator displacement, fluorescence | hit rate 0.17% among 290,000 | inhibition, % at 7.9 µM; in the data active = inhibition above about 37%;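 also: 0% = vehicle and 100% = reference compound; higher means more ethidium bromide displaced from hairpin DNA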
# MEKK2mut PB1 HTS = signal of MEK5 binding to mutant human MEKK2 PB1 domain. percent response, % at 10 µM. hit rate 0.35% among 290,000. bead flow cytometry, Alexa488-MEK5 binding to MEKK2 mutant; in the data active = percent response above about 24%, passing the limit was not always enough; also: inactives centre near 1; some results filed as inactive read as strong as hits; reference of the scale not given here
# PHOSPHO1 inh = PHOSPHO1 (human) inhibition | recombinant PHOSPHO1, absorbance phosphatase assay | inhibition, % at 13.3 µM | hit rate 1.1% among 290,000 | AID 1565; in the data active = inhibition above about 60%
# * marks the source's active call; other numbers are inactive results; x = not tested or not shown.
SMILES,MEKK2 WT-MEK5,M18AAP inhibitor,OXTR agonist,MEKK3 PB1 HTS,NALP1 inh,GPR7 antag,DNA FID counter,MEKK2mut PB1 HTS,PHOSPHO1 inh
O=C(CSc1nc(O)c(C2CCCCC2)c(=O)[nH]1)Nc1ccc(Cl)cc1,111,1,0.6,106,x,-12,-15,12,-13
O=c1[nH]snc1N1CCOCC1,79,-7,-0.8,69,-4,-2,2,-7,8
COc1ccc(-n2ccn(CC(=O)Nc3ccc(OC)cc3OC)c(=O)c2=O)cc1,98,1,-0.4,99,14,-5,-13,3,48
CCC(Sc1nc(C)cc(C)n1)C(=O)Nc1ccc(Cl)cn1 (stereo not given),100,-8,-2.4,106,10,-2,-27,9,10
O=C(C1=C(O)C(=O)N(CC2CCCO2)C1c1ccc(Cl)cc1Cl)c1ccco1 (stereo not given),92,10,0.7,97,14,2,-44,-11,28
Cc1ccc(NC(=O)Cn2cnc3c(oc4nc5c(cc43)COC(C)(C)C5)c2=O)cc1,106,0,0.2,112,21,-4,-4,3,-3
COc1ccc(NC(=O)CSc2nc3ccccc3c3nc4ccccc4n23)cc1,99,2,0.0,93,11,-6,3,-2,-2
CC(C)(C)n1ncc2c(=O)n(Cc3cccc(Cl)c3)cnc21,93,7,-2.5,103,-9,6,-11,-3,-7
CN(Cc1nccn1C)C(=O)c1cc(COc2cccc(C(F)(F)F)c2)on1,105,-2,4.6,101,-2,-7,-14,3,-7
Cc1cc(NC(=O)CSCc2nc(-c3cccc(Cl)c3)oc2C)no1,100,-1,0.4,103,36,-4,-11,0,-1
O=C(NCc1nnc(SCC(=O)N2CCCc3ccccc32)n1-c1ccccc1)c1cccc2ccccc12,100,2,-2.1,106,23,1,-39,16,-34
Cc1cccc(/C=C2/S/C(=N/N=C3\CC4CCC3(C)C4(C)C)NC2=O)c1 (stereo not given),101,1,-1.4,108,20,-13,-2,4,8

# Reformatted bar-delimited: part of the list above.
Compound | MEKK2 WT-MEK5 | M18AAP inhibitor | OXTR agonist | MEKK3 PB1 HTS | NALP1 inh | GPR7 antag | DNA FID counter | MEKK2mut PB1 HTS | PHOSPHO1 inh
COc1ccc(NC(=O)CSc2nc3ccccc3c3nc4ccccc4n23)cc1 | 99 | 2 | 0.0 | 93 | 11 | -6 | 3 | -2 | -2
CC(C)(C)n1ncc2c(=O)n(Cc3cccc(Cl)c3)cnc21 | 93 | 7 | -2.5 | 103 | -9 | 6 | -11 | -3 | -7

# More records:
SMILES,MEKK2 WT-MEK5,M18AAP inhibitor,OXTR agonist,MEKK3 PB1 HTS,NALP1 inh,GPR7 antag,DNA FID counter,MEKK2mut PB1 HTS,PHOSPHO1 inh
c1ccc(-c2nnc(-c3ccncc3)nc2-c2ccccc2)cc1,97,-8,-1.8,99,18,-15,-21,-1,43
CCCS(=O)(=O)N1CCC(C(=O)NCCc2ccc(OC)c(OC)c2)CC1,107,2,0.5,107,34,-14,-5,9,11
CC1CCN(S(=O)(=O)N2CCN(C(=O)c3ccc4c(c3)OCO4)CC2)CC1,99,-2,-0.1,100,3,-2,-30,-1,35
NC(=O)C1CCN(C(=O)COc2ccc3c(c2)oc(=O)c2ccccc23)CC1,98,-2,-0.3,103,13,4,-15,-1,29
COc1ccc(N2CCN(C(=O)c3ccccc3NC(=O)c3ccccc3)CC2)cc1,104,-2,-0.6,105,11,-4,-37,4,x
CCN1CCN(CCNC(=O)c2ccc(/C=C3\Sc4ccccc4N(Cc4ccccc4F)C3=O)cc2)CC1,121,-2,4.8,103,14,3,15,2,27
O=C(c1noc2c1CCCC2)N1CCCCC1,110,1,-1.3,103,12,4,-4,10,3
CCn1c(COc2cccc3ccccc23)nnc1SCC(N)=O,91,1,-1.3,96,4,4,-16,-5,0
O=c1c(-c2ccccc2)c(O)c2cccc3c2n1CCC3,104,0,-0.7,105,8,-4,-4,2,-1
O=S(=O)(c1ccccc1)N1CCN(CCc2ccccc2)CC1,100,2,-0.9,101,9,11,-9,-1,34
Cn1ncc(C#N)c1/N=C/N(Cc1ccccc1)Cc1ccccc1,103,4,-0.4,102,5,17,-31,-2,-2
O=C(Nc1ccccn1)c1ccc2c(c1)S(=O)(=O)c1ccccc1C2=O,97,0,2.3,100,26,-5,1,2,-1
CCOC(=O)C1=C(N)OC2=C(C(=O)CCC2)C1c1ccco1 (stereo not given),95,23,0.6,95,0,-1,-6,-6,17
CC1=NN(C(N)=S)C(=O)C1N=Nc1ccc(C)cc1C (stereo not given),x,3,-2.1,x,-2,-2,-1,x,18
CC(CC(C)C(=O)Nc1ccccc1C(C)(C)C)C(=O)O (stereo not given),106,1,0.1,111,17,-18,-1,7,-2
COc1cc2c3c(c1OC)C1(C=CC(=O)C=C1)CC3N(C(=O)c1ccccc1)CC2 (stereo not given),100,-11,-0.2,100,-3,-10,-30,1,30
Cc1ccnc(N2C(=O)C3C4CC(C(Br)C4Br)C3C2=O)c1 (stereo not given),103,2,2.4,104,9,-10,-2,3,24
COC(=O)c1c(NC(=O)c2c(C)noc2C)sc2c1CCCCCC2,107,4,x,104,7,-16,-6,6,-4
COc1ccc(C2C(C(=O)O)CC(=O)N2c2ccc(OC)cc2)cc1 (stereo not given),109,7,1.0,107,38,-2,-5,1,-4
CN(C(=O)COc1ccc(Cl)cc1)c1nnc(C23CC4CC(CC(C4)C2)C3)s1,97,3,x,104,9,-16,-4,6,-8
Cc1cccc2c1NC(C)CC2C (stereo not given),104,0,0.7,108,0,-9,-5,2,-11
c1cc(CNc2ccc(N3CCOCC3)cc2)ccn1,94,0,0.6,93,-10,-6,-6,-2,12
CCN(CC)c1ccc(/C=N/NC(=O)c2ccc3c(c2)OCCO3)cc1,96,8,x,98,3,-10,-18,1,x
CSc1ccccc1NC(=O)C1CCN(S(C)(=O)=O)CC1,110,2,0.4,111,4,-10,-2,14,19
CC(OC(=O)c1nsc(Cl)c1Cl)C(=O)NCCc1ccccc1 (stereo not given),102,-2,-0.9,101,7,6,-18,-3,37
C/C(=N/NC(=O)c1cccs1)c1cccc(N)c1,104,-14,-1.7,104,8,6,1,-1,39
NC(=O)c1c(NC(=O)Cc2ccccc2)sc2c1CCN(Cc1ccccc1)C2,103,6,10,101,7,1,-3,4,20
CCCC(=O)NC(=S)Nc1ccccc1N1CCOCC1,104,-13,-1.7,125,17,-6,-9,0,2
O=C(/C=C/c1ccccc1Cl)NC1CCS(=O)(=O)C1 (stereo not given),98,-1,0.5,102,0,-7,-3,-8,49
O=C(Cn1nnc2c(sc3nc4c(c(-c5ccccc5)c32)CCC4)c1=O)c1ccccc1,x,2,-0.7,x,25,1,4,x,-31
Cc1ccc(CN(CC(=O)N/N=C/c2ccco2)S(=O)(=O)c2ccc(C)cc2)cc1,102,3,-0.7,103,-3,-12,-30,1,-2
Cc1cc(NC(=O)c2ccccc2F)ncc1NC(=O)c1cccs1,91,-2,0.3,96,0,4,-10,-3,6
CC(=O)Nc1ccc(Oc2ccc(NC(C)=O)c(NC(C)=O)c2)cc1,92,6,0.3,99,11,-16,3,-5,-4
CCCn1nc(CC(=O)O)c2ccccc2c1=O,104,4,-0.2,107,13,-10,-2,2,14
COc1ccc(Oc2nc(-c3ccccc3)ncc2S(=O)(=O)c2ccccc2)cc1,102,5,0.5,107,27,-17,-1,11,-10
COc1cc(-c2nc3ccc4ccccc4c3c3c2CCC3)ccc1O,107,0,0.5,102,-24,-8,-11,0,12
CCOC(=O)N1CCC(NCCNC(=O)c2cccs2)CC1,113,2,-0.2,108,-11,9,7,3,30
CCCC1C(=O)N(Cc2ccccc2)C(=O)CC1C (stereo not given),107,-4,-0.5,108,24,-9,-7,14,16
CCCCOC(=O)c1ccc(NC(=S)NC(=O)c2c(Br)c(C)nn2C)cc1,97,-1,-0.1,104,-2,-5,-1,4,16
COc1ccc(C(=O)OCC(=O)NC(=O)NC(C)C)cc1OC,99,-3,-0.8,102,0,-6,-2,-1,7
CCOc1ccc(N(CC(=O)NCc2ccco2)S(=O)(=O)c2ccc(OC)c(OC)c2)cc1,107,8,-1.9,104,-6,4,-35,8,-14
COc1cccc(NC(=O)NCc2ccccn2)c1,107,-9,1.0,103,18,-13,-2,7,38
CC1OC2C(OC1C)N(S(C)(=O)=O)CCN2S(C)(=O)=O (stereo not given),102,5,1.3,100,-1,3,-4,1,-47
CC(=O)Nc1cccc(C(=O)Nc2nc(C)cs2)c1,93,-10,1.2,92,-2,-16,6,-6,-33
CCC(=O)N(C)CCc1cc2c(c(OC)c1/C=N/NC(=O)c1ccc(Br)cc1)OCO2,99,-3,-0.1,131*,26,-10,-10,0,3
O=C(NC(C(=O)N/N=C/c1ccccn1)c1n[nH]c(=O)c2ccccc12)c1ccccc1 (stereo not given),114,1,-0.3,108,-22,-3,-24,7,27
COc1ccc2cc3cc(C(=O)NCCN4CCc5ccccc5C4)sc3nc2c1,103,-1,0.0,93,-13,-11,2,-2,-12
O=C(c1ccc(NS(=O)(=O)c2ccc(Cl)cc2)cc1)N1CCOCC1,114,0,0.8,108,1,-20,-11,4,23

# Retrieved by structure from the entries so far, 5 records:
SMILES,MEKK2 WT-MEK5,M18AAP inhibitor,OXTR agonist,MEKK3 PB1 HTS,NALP1 inh,GPR7 antag,DNA FID counter,MEKK2mut PB1 HTS,PHOSPHO1 inh
CCCCOC(=O)c1ccc(NC(=S)NC(=O)c2c(Br)c(C)nn2C)cc1,97,-1,-0.1,104,-2,-5,-1,4,16
CC(=O)Nc1cccc(C(=O)Nc2nc(C)cs2)c1,93,-10,1.2,92,-2,-16,6,-6,-33
O=C(c1ccc(NS(=O)(=O)c2ccc(Cl)cc2)cc1)N1CCOCC1,114,0,0.8,108,1,-20,-11,4,23
COc1ccc(C(=O)OCC(=O)NC(=O)NC(C)C)cc1OC,99,-3,-0.8,102,0,-6,-2,-1,7
O=C(NC(C(=O)N/N=C/c1ccccn1)c1n[nH]c(=O)c2ccccc12)c1ccccc1 (stereo not given),114,1,-0.3,108,-22,-3,-24,7,27

# The list continues.
SMILES,MEKK2 WT-MEK5,M18AAP inhibitor,OXTR agonist,MEKK3 PB1 HTS,NALP1 inh,GPR7 antag,DNA FID counter,MEKK2mut PB1 HTS,PHOSPHO1 inh
COc1ccc(NC(=O)CCC(=O)Nc2nnc(C(C)C)s2)cc1Cl,102,3,-0.5,103,28,4,-1,-1,0
COc1ccccc1NC(=O)C1CCN(C(=O)c2ccc(C(C)(C)C)cc2)CC1,93,4,-1.0,100,3,0,-48,-8,-7
FC(F)(F)c1cccc(Cc2noc(CN3C[C@@H]4CCC[C@H]3C4)n2)c1,99,2,-1.0,98,-1,-6,-4,-2,41
CCCCNC(=O)C(C#N)c1nc2ccccc2nc1N1CCCC1 (stereo not given),x,-2,x,x,6,1,-1,x,10
CCCCCCCC(=O)NNC(=O)c1c(O)c2ccccc2n(CCC)c1=O,106,-12,-0.6,102,-8,-12,-8,12,15
O=C(N/N=C/c1ccc(N2CCCCC2)o1)c1ccccc1,107,10,1.1,104,31,-11,-21,1,0
CCn1nnnc1NC(=O)c1ccc2ccccc2c1,103,5,-0.1,109,-2,-10,3,-48,36
O=C(CN1CCN(c2nc(-c3ccccc3)cs2)CC1)Nc1ccc2c(c1)OCO2,99,3,-0.7,98,2,-5,-9,1,-36
O=C(COC(=O)c1ccc(N2CCCC2=O)cc1)c1ccccc1,98,1,3.8,101,8,-13,-19,-2,31
CCC(C)(C)NC(=O)CN(CC1CCCO1)C(=O)CCC(=O)Nc1nccs1 (stereo not given),103,1,0.4,101,21,1,-18,3,13
CC(C)c1ccc(C2c3[nH]c4ccccc4c3C[C@H]3C(=O)N(c4ccccc4C(=O)N4CCC[C@H]4C(=O)O)C(=O)N23)cc1 (stereo not given in full),95,5,-0.2,99,34,3,-28,-2,-39
CC(C)OP(=O)(c1ccc(N(C)C)cc1)C(O)c1ccccc1F (stereo not given),100,4,0.7,95,1,-9,-17,1,-2
COCC1CCN(C(=O)C2CCN(c3nc(-c4ccccc4)nc4c3CCC4)CC2)C1 (stereo not given),106,-2,-1.9,100,12,-11,-24,4,-2
CN1CCN(S(=O)(=O)c2ccc3[nH]c(=O)oc3c2)CC1,93,-2,0.0,98,15,-10,6,-4,-3
